Compound activity (PubChem BioAssay)
MEKK2 mut-MEK5 – signal of MEK5 binding to mutant human MEKK2 PB1 domain | percent response, % at 10 µM | bead flow cytometry, Alexa488-MEK5 binding to MEKK2 mutant | 0.35% of 290,000 active; in the data active means percent response above about 24%, passing the limit was not always enough; further: inactives centre near 1; some results filed as inactive read as strong as hits
HCV NS3 hel inh – HCV NS3 helicase inhibition; 0.56% of 290,000 active; inhibition, % at 10.9 µM; NS3 helicase DNA unwinding, Cy5 molecular beacon fluorescence; AID 1800;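 active means inhibition above the mean of all tested compounds plus 3 SD, set per campaign, cut at about 35% in these data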;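 further: 0% = DMSO wells and 100% = thioflavine S control wells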
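Control set: DMSO versus 110 µM thioflavine S; Material: NS3 helicase fragment of HCV; Measured by: Cy5 fluorescence at 0 and 60 min, beacon hairpin quenching; Read-out basis: percent inhibition from t60/t0 fluorescence ratio; Times: reaction time 60 min, 25 °C; Repeats: single replicate; Compound dosing: single dose, 10.9 µM nominal final, DMSO 0.8% final.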
SUMO HTRF inh – inhibitors of human SUMOylation (UBC9) | P63279 | HTRF SUMOylation assay, SAE1/SAE2 + UBC9, in vitro | inhibition, % at 35 µM | 0.36% of 290,000 active; in the data active means inhibition above about 50%, passing the limit was not always enough; further: strong numbers were not always called active
Target sequence (P63279 whole entry, looked up): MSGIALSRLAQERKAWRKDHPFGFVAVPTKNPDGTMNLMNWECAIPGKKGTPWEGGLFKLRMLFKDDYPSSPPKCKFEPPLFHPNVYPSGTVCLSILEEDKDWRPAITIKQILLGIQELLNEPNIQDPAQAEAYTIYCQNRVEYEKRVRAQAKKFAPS
NALP1 yeast inh – blocks the NALP1 inflammasome reconstituted in yeast; 0.61% of 280,000 active; AID 2071; inhibition, % at 10 µM; S. cerevisiae NALP1/ASC/caspase-1 growth, X-gal OD620, 72 h; in the data active means inhibition mostly above about 24%, no sharp cut-off; inactive means mostly below about 32%; further: some compounds called inactive have numbers as strong as hits
MEKK2wt PB1 HTS – raises or lowers MEK5 binding to wildtype human MEKK2 PB1 domain; Q9Y2U5; bead flow cytometry, Alexa488-MEK5 binding to MEKK2 WT; actives lie on both sides; binding response (% of control), % at 10 µM; 1.1% of 290,000 active; in the data active means binding response below about 67% or above about 130%
M18AAP inhibitor – PfM18AAP enzyme inhibition; recombinant PfM18AAP, H-Glu-NHMec fluorogenic cleavage; 1.2% of 290,000 active; inhibition, % at 7.35 µM;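 active means inhibition above the campaign mean inhibition over all tested compounds plus 3 SD, cut at about 28% in these data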;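 further: 0% = plate median of test compound wells and 100% = 2 mM ZnCl2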
IMP-1 inh – inhibitors of Pseudomonas aeruginosa IMP-1 metallo-beta-lactamase; inhibition, % at 5.6 µM; purified IMP-1, nitrocefin hydrolysis, epi-absorbance fluorescence; 0.45% of 290,000 active; AID 1556;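 active means inhibition above the mean plus 3 SD of all compounds in the same screening run, cut at about 4.5% in these data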;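 further: 0% = IMP-1 with DMSO and 100% = DMSO wells lacking enzyme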
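System: purified recombinant IMP-1 beta-lactamase. Medium: Zinc- and detergent-supplemented HEPES buffer, pH 7.1. Compound: one 5.6 µM dose […]. Schedule: 15 min preincubation plus 25 min reaction at 25 °C. Technique: Epi-absorbance fluorescence, 480 nm excitation, 530 nm emission.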
VIM-2 inh – blocks Pseudomonas aeruginosa VIM-2 metallo-beta-lactamase | inhibition, % at 5.6 µM | purified VIM-2, nitrocefin hydrolysis, epi-absorbance fluorescence | 0.89% of 290,000 active;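 active means inhibition above the mean of all tested compounds plus 3 SD, cutoff set per screening run, cut at about 7.5% in these data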;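 further: red hydrolysis product quenches plate fluorescence so inhibitors raise well fluorescence; 0% = enzyme with DMSO and 100% = DMSO without enzyme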
FID counter – fluorescent intercalator displacement, NS3 helicase counter-screen; inhibition, % at 7.9 µM; AID 1845; DNA fluorescent intercalator displacement, fluorescence; 0.17% of 290,000 active; in the data active means inhibition above about 37%;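 further: 0% = vehicle and 100% = reference compound; higher means more ethidium bromide displaced from hairpin DNA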
The depositor's hits bear a star; · = not tested or not shown.

SMILES | MEKK2 mut-MEK5 | HCV NS3 hel inh | SUMO HTRF inh | NALP1 yeast inh | MEKK2wt PB1 HTS | M18AAP inhibitor | IMP-1 inh | VIM-2 inh | FID counter
CC1(C)CC(=O)C=C(Nc2ccc(OCC(F)(F)C(F)F)cc2)C1 | 11 | -3 | 5 | 7 | 103 | -4 | -3.0 | -4.0 | -17
Cn1ncc([N+](=O)[O-])c1C(=O)Nc1nc2ccccc2n1CCN1CCCCC1 | 8 | 3 | 22 | -6 | 115 | -11 | -3.6 | -4.6 | 3
CC(=O)Nc1ccc(NC(=O)c2nc(-c3ccccc3)oc2C)cc1 | -2 | 6 | 0 | 3 | 91 | -6 | -1.2 | -2.3 | -2
CCOC(=O)C1=C(O)C(=O)NC(c2ccccc2)=C(OCC)C1 | 0 | 9 | 15 | 14 | 101 | 6 | -1.8 | -4.8 | -4
O=C(O)CC1SC(=O)N(CC(=O)c2ccccc2)C1=O (centres undefined) | 14 | 2 | -1 | 7 | 107 | -2 | -2.9 | -2.3 | 0
COc1ccc(CNC(=O)C2CCN(S(=O)(=O)c3ccccc3)CC2)cc1 | 1 | 3 | 7 | 9 | 97 | -5 | -1.2 | 1.0 | -25
COc1ccc(OC)c(/C=C/C(=O)N2CCCc3ccccc32)c1 | -2 | 1 | -22 | 0 | 103 | 7 | -4.2 | -3.3 | -37
CCOc1cc2[nH]c(=S)n(CCN3CCCCC3C)c(=O)c2cc1OCC (centres undefined) | 8 | 0 | 20 | 7 | 109 | 3 | -1.6 | -0.4 | 7
CCOc1ccccc1C(=O)N[C@H](C(=O)NCc1ccccc1)C(C)C | -2 | -12 | 15 | 12 | 105 | -18 | -2.1 | 0.3 | -30
COc1ccc(N2CCN(C3CCCN(Cc4cccc(C)c4)C3)CC2)cc1 (centres undefined) | 5 | 1 | 2 | -6 | 111 | 5 | -0.2 | -1.5 | -2
Cc1ccc(C)c(OCc2cc(C(=O)N3C[C@@H](C)O[C@@H](C)C3)no2)c1 | 1 | -7 | 16 | 7 | 98 | -11 | -0.4 | -0.3 | -40
CCOC(=O)c1cccc(NC(=O)c2ccc3c(c2)C(=O)N(CC2CCCO2)C3=O)c1 (centres undefined) | 7 | -4 | 3 | 1 | 108 | 5 | -2.6 | 0.0 | -25
COC(=O)c1ccc2ccn(CC(=O)NC(C)C)c2c1 | -5 | -1 | 8 | 4 | 98 | -6 | -1.8 | -4.0 | -1
COCCNC(=O)Nc1ccc2nc(C)sc2c1 | 2 | -6 | 15 | 1 | 102 | -10 | 2.8 | 0.8 | -3
Cc1cc(NC(=O)c2cc(-c3ccc(Br)cc3)on2)no1 | 2 | 3 | 12 | -1 | 102 | -9 | -1.8 | -1.8 | 1
Cc1onc(-c2ccccc2Cl)c1C(N)=O | 14 | -3 | 9 | 0 | 110 | -10 | 2.5 | -1.0 | 2
N/C(=N\c1nc2ccccc2o1)NC(=O)c1ccccc1F | 5 | -5 | 24 | -5 | 96 | -1 | -3.6 | -3.9 | -5
Cc1ccc(OCCCC(=O)NC2CCCCC2)cc1 | 12 | -1 | 13 | 4 | 112 | 1 | -2.5 | -2.2 | -18
CC/C(=N\OC(=O)c1ccc(OC(C)C)cc1)c1ccc(C)cc1 | · | 4 | 2 | 6 | · | -2 | -4.9 | -0.5 | -16
CN(C)c1nc(N(C)C)nc(N(C)C)n1 | 6 | 5 | 25 | 23 | 100 | -1 | -5.1 | -2.9 | -2
CCOc1ccc(N/C=C/C(=O)c2ccc(OC)cc2)cc1 | 1 | -12 | 22 | -3 | 102 | -14 | 1.3 | -0.1 | -15
Cc1c(CN2CCC(C(=O)Nc3ccc(Oc4ccccc4)nc3)CC2)cnn1C | 3 | 1 | 6 | -28 | 108 | 6 | -2.2 | -2.5 | 4
Cc1ccc2[nH]c3ccccc3c(=O)c2c1 | 4 | 6 | 29 | 10 | 105 | -6 | -1.4 | 2.8 | -1
Cc1sc2ncn(CC(=O)N3CCCCC3)c(=O)c2c1S(=O)(=O)N1CCC(C)CC1 | 12 | 4 | 2 | -2 | 109 | 2 | -2.2 | -5.3 | -27
Cc1cc(C)n(S(=O)(=O)Cc2ccccc2)n1 | 3 | 2 | 10 | 8 | 92 | -2 | -2.3 | -2.5 | 6
CCN(CC)S(=O)(=O)c1ccc(N2CCN(S(=O)(=O)c3ccccc3C#N)CC2)nc1 | 5 | -1 | 3 | 18 | 103 | -9 | -2.5 | -3.6 | -1
CCOC(=O)C1(C)NC(c2ccco2)C2C(=O)N(C)C(=O)C21 (centres undefined) | -7 | 5 | 10 | -17 | 99 | 0 | -2.4 | -2.8 | 5
Cc1ccc(NC(=O)OCCNC(=O)c2ccncc2)cc1 | -4 | 3 | -20 | -14 | 101 | 2 | -1.4 | -2.2 | -7
O=C(Cn1c(=O)n(-c2ccc(F)cc2)c(=O)c2sccc21)c1ccccc1 | -2 | 4 | -1 | 6 | 95 | -5 | -2.4 | -0.6 | -1
COCCCNC(=O)c1ccc(CSCc2ccc(C)cc2)o1 | 5 | -10 | 7 | 9 | 107 | 4 | -0.6 | -2.8 | -34
CCC(=O)N1CCc2cc(S(=O)(=O)NC(Cc3ccccc3)C(=O)NC3CCCCC3C)ccc21 (centres undefined) | -3 | -4 | 0 | 36 | 97 | -5 | -0.7 | -1.1 | -20
Cc1cnc(C(=O)N2CCCC(C(=O)c3ccc(C(C)(C)C)cc3)C2)cn1 (centres undefined) | 3 | 5 | -31 | 7 | 103 | 1 | -2.0 | -2.2 | -32
CCOC(=O)c1sc(=S)n(Cc2ccccc2)c1C | 2 | -2 | 0 | 18 | 104 | -3 | -3.3 | -2.0 | -1
CCOc1cc(C(=O)OCC(=O)Nc2ccc(Cl)cn2)ccc1OCC(=O)N1CCOCC1 | -4 | 2 | -7 | 4 | 94 | -8 | 2.2 | -0.6 | -11
Cn1c(C(=O)NCc2ccccc2)cc2oc3ccccc3c21 | -2 | -6 | -6 | -1 | 96 | -10 | -3.8 | -3.6 | -11
Cc1ccccc1-c1nc(CN2CCC(C(=O)NCCCN3CC(C)CC(C)C3)CC2)c(C)o1 (centres undefined) | 18 | -14 | 12 | 21 | 142* | -5 | -3.1 | -0.5 | 35
COC(=O)C1=C(C)N=C2SCCC(=O)N2C1c1cc(Br)ccc1OC (centres undefined) | 5 | -3 | 1 | 4 | 100 | -1 | -4.0 | -5.2 | -17
O=C(COC(=O)c1cc[n+]([O-])cc1)Nc1ccc([N+](=O)[O-])cc1Cl | -3 | -9 | 16 | 8 | 97 | 9 | -3.6 | -1.8 | 3
COc1ccc(CCNC(=O)COc2ccc(S(=O)(=O)NC3CCCCC3)cc2Cl)cc1 | -5 | -25 | 10 | 15 | 96 | 4 | -1.8 | -2.7 | -32
CCN(CC(=O)NCc1ccc(Cl)cc1)C(=O)CCc1ccccc1O | 3 | -12 | 15 | 16 | 103 | -8 | -2.7 | 1.7 | -17
Cc1ccc(S(=O)(=O)CCC(=O)c2cccc([N+](=O)[O-])c2)cc1 | 8 | -12 | 12 | 5 | 106 | -113 | -3.0 | -2.6 | -6
COc1ccc(-c2c(C)nn3c(N)c(C#N)cnc23)cc1OC | -2 | -9 | 7 | 7 | 98 | 6 | -3.3 | -0.7 | -7
c1ccc(COc2ccccc2CNc2nn[nH]n2)cc1 | -9 | -5 | -7 | 1 | 72 | -5 | -0.3 | 5.4 | -10
Cc1ccc(-c2noc(CCC(=O)Nc3ccccc3C)n2)cc1 | -1 | -9 | 20 | 0 | 98 | -16 | -0.5 | -1.2 | -3
COc1ccc(C2(CNC(=O)c3cc([N+](=O)[O-])cc([N+](=O)[O-])c3)CCCC2)cc1OC | -1 | -7 | -6 | 16 | 101 | -2 | -2.1 | -1.0 | 1

Shown as a markdown table: part of the list above.
| canonical_smiles | MEKK2 mut-MEK5 | HCV NS3 hel inh | SUMO HTRF inh | NALP1 yeast inh | MEKK2wt PB1 HTS | M18AAP inhibitor | IMP-1 inh | VIM-2 inh | FID counter |
| --- | --- | --- | --- | --- | --- | --- | --- | --- | --- |
| CC1(C)CC(=O)C=C(Nc2ccc(OCC(F)(F)C(F)F)cc2)C1 | 11 | -3 | 5 | 7 | 103 | -4 | -3.0 | -4.0 | -17 |
| Cn1ncc([N+](=O)[O-])c1C(=O)Nc1nc2ccccc2n1CCN1CCCCC1 | 8 | 3 | 22 | -6 | 115 | -11 | -3.6 | -4.6 | 3 |
| CC(=O)Nc1ccc(NC(=O)c2nc(-c3ccccc3)oc2C)cc1 | -2 | 6 | 0 | 3 | 91 | -6 | -1.2 | -2.3 | -2 |
| CCOC(=O)C1=C(O)C(=O)NC(c2ccccc2)=C(OCC)C1 | 0 | 9 | 15 | 14 | 101 | 6 | -1.8 | -4.8 | -4 |
| O=C(O)CC1SC(=O)N(CC(=O)c2ccccc2)C1=O (centres undefined) | 14 | 2 | -1 | 7 | 107 | -2 | -2.9 | -2.3 | 0 |
| COc1ccc(CNC(=O)C2CCN(S(=O)(=O)c3ccccc3)CC2)cc1 | 1 | 3 | 7 | 9 | 97 | -5 | -1.2 | 1.0 | -25 |
| COc1ccc(OC)c(/C=C/C(=O)N2CCCc3ccccc32)c1 | -2 | 1 | -22 | 0 | 103 | 7 | -4.2 | -3.3 | -37 |
| CCOc1cc2[nH]c(=S)n(CCN3CCCCC3C)c(=O)c2cc1OCC (centres undefined) | 8 | 0 | 20 | 7 | 109 | 3 | -1.6 | -0.4 | 7 |
| CCOc1ccccc1C(=O)N[C@H](C(=O)NCc1ccccc1)C(C)C | -2 | -12 | 15 | 12 | 105 | -18 | -2.1 | 0.3 | -30 |
| COc1ccc(N2CCN(C3CCCN(Cc4cccc(C)c4)C3)CC2)cc1 (centres undefined) | 5 | 1 | 2 | -6 | 111 | 5 | -0.2 | -1.5 | -2 |
| Cc1ccc(C)c(OCc2cc(C(=O)N3C[C@@H](C)O[C@@H](C)C3)no2)c1 | 1 | -7 | 16 | 7 | 98 | -11 | -0.4 | -0.3 | -40 |

(further entries)
SMILES | MEKK2 mut-MEK5 | HCV NS3 hel inh | SUMO HTRF inh | NALP1 yeast inh | MEKK2wt PB1 HTS | M18AAP inhibitor | IMP-1 inh | VIM-2 inh | FID counter
O=C(CN1C(=O)NC(Cc2ccccc2)(Cc2ccccc2)C1=O)NCC1CCCCC1 | · | 1 | 8 | 14 | · | 7 | 0.3 | -1.5 | -33
Cc1ccc(C(=O)CCC(=O)Nc2cccc(C)c2)cc1 | 0 | -12 | -4 | 15 | 104 | -2 | 1.4 | 0.7 | -10
Cc1ccc(C)c(NC(=O)CC(NCCCN2CCOCC2)C(=O)O)c1 (centres undefined) | · | -3 | · | · | · | 0 | -1.4 | -0.3 | 1
COCCCn1c(SCC(=O)NC2CCCC2)nnc1-c1ccco1 | 9 | 1 | 12 | 23 | 108 | -6 | 0.7 | 0.9 | -5
Cc1ccc(CSCC(=O)N2CCN(c3ccccc3)CC2)cc1 | 0 | 0 | -3 | 42 | 106 | -2 | -1.1 | 0.4 | -29
CC(C)c1ccc(S(=O)(=O)N2CCN(C(=O)C3CCCC3)CC2)cc1 | -2 | -1 | 7 | 14 | 100 | -16 | 0.3 | -1.1 | -40
CCOc1ccccc1NC(=O)c1cc(S(=O)(=O)N2CCN(CC)CC2)ccc1Cl | -1 | -4 | -5 | 15 | 102 | 0 | -0.5 | -1.1 | 9
